Assay outcomes: PubChem, NCI
All columns: NCI-60 one-dose screen, growth in % after 48 h at 10 µM unless noted; 100 = growth as untreated, 0 = no growth, -100 = all killed.
MDA-MB-435 = MDA-MB-435 melanoma. AID 1794794. actives 7.8% (n = 82,000)
HOP-92 = HOP-92 NSCLC cells; AID 1794738; actives 6.3% (n = 71,000)
RPMI-8226 = RPMI-8226 leukemia cells. AID 1794781. actives 7.5% (n = 77,000)
EKVX = EKVX NSCLC; actives 3% (n = 71,000); AID 1794765
M14 = M14 melanoma; actives 6.2% (n = 80,000); AID 1794745
CCRF-CEM = CCRF-CEM leukemia; actives 7% (n = 77,000); AID 1794778
A549/ATCC = A549/ATCC NSCLC | actives 3.7% (n = 81,000) | AID 1794740
HOP-62 = HOP-62 NSCLC; actives 3.9% (n = 80,000)
* marks the source's active call; other numbers are inactive results. The calls were made as follows: active = growth percent below 10; inactive = the rest.

Screening CSc1ccnc(N)n1 returned MDA-MB-435 98, HOP-92 81, EKVX 106, CCRF-CEM 117, A549/ATCC 93 and HOP-62 102.
`COc1ccc(-c2nn(-c3ccccc3)cc2/C=C2\SC(=S)N(c3ccc(Cl)cc3)C2=O)cc1` gave MDA-MB-435 90, HOP-92 63, RPMI-8226 103, EKVX 81, M14 77, CCRF-CEM 87, A549/ATCC 98 and HOP-62 88.
CCOc1ccc(/C=C2/C(=O)N=C(NC(C)=O)N2C)cc1 was read as MDA-MB-435 106, HOP-92 87, RPMI-8226 104, EKVX 100, M14 102, CCRF-CEM 102, A549/ATCC 103 and HOP-62 105.
`Cc1cc(Nc2nc(N3CCC(N4CCN(C)CC4)CC3)nc3ccccc23)n[nH]1` gave MDA-MB-435 74, HOP-92 75, RPMI-8226 81, M14 65, CCRF-CEM 60, A549/ATCC 68 and HOP-62 66.
O=C(NCCc1c[nH]c2ccccc12)C1CCN(S(=O)(=O)c2ccc3ccccc3c2)CC1 was read as MDA-MB-435 95, HOP-92 63, RPMI-8226 61, EKVX 69, M14 79, CCRF-CEM 66, A549/ATCC 67 and HOP-62 71.
`C=CCSc1nc(-c2cc(OC)ccc2OC)cc(-c2ccccc2)c1C#N` gave MDA-MB-435 95, HOP-92 86, RPMI-8226 89, EKVX 91, M14 95, CCRF-CEM 93, A549/ATCC 76 and HOP-62 106.
Cc1ccc(-c2ccnc3c2c(-c2ccc(Cl)cc2)nn3-c2ccccc2)cc1 was read as MDA-MB-435 89, HOP-92 107, RPMI-8226 95, EKVX 90, M14 91, CCRF-CEM 85, A549/ATCC 91 and HOP-62 101.
For CNC1=C([N+](=O)[O-])C(c2ccccc2Cl)C(C#N)=C(c2cccs2)O1 (stereo not drawn) the results were MDA-MB-435 105, RPMI-8226 104, EKVX 103, M14 103, CCRF-CEM 101, A549/ATCC 105 and HOP-62 100.
For N[C@H]1CCC[C@@H](O)C1O (stereo partly drawn) the results were MDA-MB-435 100, HOP-92 111, RPMI-8226 120, EKVX 109, M14 106, CCRF-CEM 112, A549/ATCC 103 and HOP-62 105.
For COc1ccn2c(C(=O)c3ccc(Br)cc3)cc(C(C)=O)c2c1 the results were MDA-MB-435 97, HOP-92 95, RPMI-8226 80, EKVX 71, A549/ATCC 101 and HOP-62 81.
Cc1c(/C=C/C(=O)c2ccc3ccccc3c2)[n+]([O-])c2cc(F)ccc2[n+]1[O-] was read as MDA-MB-435 99, RPMI-8226 87, EKVX 97, M14 66, CCRF-CEM 74, A549/ATCC 121 and HOP-62 99.
O=C1CCC(N2Cc3c(C#CCCCNC(=O)c4cc5c(o4)C(=O)c4ccccc4C5=O)cccc3C2=O)C(=O)N1 (stereo not drawn) was read as MDA-MB-435 -94*, HOP-92 52, EKVX 64, M14 -88*, CCRF-CEM 12, A549/ATCC 30 and HOP-62 -65*.
CCCCCCCCCCCC[N+]1(CCCCCCCCCCCC)CCCC(C)C1 (stereo not drawn) was read as MDA-MB-435 -59*, HOP-92 -86*, RPMI-8226 -63*, EKVX -52*, M14 -97*, CCRF-CEM -57*, A549/ATCC -99* and HOP-62 -96*.
C=C(c1ccc(Cl)cc1)c1ccccc1Cl was read as MDA-MB-435 109, HOP-92 79, RPMI-8226 92, EKVX 107, M14 103, CCRF-CEM 88, A549/ATCC 96 and HOP-62 97.
Screening CN1CCN(Cc2ccc(NC(=O)c3cncc(C#Cc4cnc5ccc(OCC6COC6)nn45)c3)cc2C(F)(F)F)CC1 returned MDA-MB-435 -92*, HOP-92 -33*, RPMI-8226 -24*, EKVX -72*, M14 -87*, CCRF-CEM -8.1*, A549/ATCC -69* and HOP-62 -72*.
`Cc1cc2c(-c3nc4ccccn4c3NC34CC5CC(CC(C5)C3)C4)c(O)c(O)cc2c(O)c1-c1c(C)cc2c(-c3nc4ccccn4c3NC34CC5CC(CC(C5)C3)C4)c(O)c(O)cc2c1O` gave MDA-MB-435 16, HOP-92 -9.4*, RPMI-8226 24, EKVX 6.0*, M14 -1.0*, CCRF-CEM 16, A549/ATCC 3.0* and HOP-62 1.3*.
For CCOC(=O)c1cn(CCN2CCCCC2)c2nc(NCc3ccc(OC)c(OC)c3)nn2c1=O the results were MDA-MB-435 111, HOP-92 103, RPMI-8226 99, EKVX 94, M14 106, A549/ATCC 94 and HOP-62 95.
Cc1nc2c(nnn2-c2ccccc2)c2nc(-c3ccc([N+](=O)[O-])cc3)oc(=O)c12 was read as MDA-MB-435 104, HOP-92 106, RPMI-8226 106, EKVX 112, M14 103, CCRF-CEM 94 and A549/ATCC 106.
For Nc1cc(S(=O)(=O)O)ccc1O the results were MDA-MB-435 100, HOP-92 106, RPMI-8226 120, EKVX 92, M14 107, CCRF-CEM 102, A549/ATCC 128 and HOP-62 104.
For O=C(Nc1ccc(-c2nc(-c3cccc(OCCN4CCOCC4)c3)c(-c3ccnc(Br)c3)[nH]2)cc1)Oc1ccccc1 the results were HOP-92 99, EKVX 103, M14 98, CCRF-CEM 80, A549/ATCC 101 and HOP-62 99.
For O=C1OC(c2ccccc2)Sc2ccccc21 (stereo not drawn) the results were MDA-MB-435 96, RPMI-8226 106, EKVX 101, M14 112, CCRF-CEM 96, A549/ATCC 102 and HOP-62 107.
For Cc1ccc(S(=O)(=O)Nc2c(C)cccc2C)cc1 the results were MDA-MB-435 99, HOP-92 93, RPMI-8226 103, M14 99, CCRF-CEM 92, A549/ATCC 91 and HOP-62 91.
COc1ccc(S(=O)(=O)NCCCNc2cc(-c3cn(C(C)(C)C)nc3-c3ccccc3)ccn2)cc1 was read as MDA-MB-435 91, RPMI-8226 47, EKVX 70, M14 81, CCRF-CEM 65, A549/ATCC 67 and HOP-62 89.
Screening CN1C(=O)N(C)C2Nn3c(s/c(=C\c4ccccc4F)c3=O)=NC21 (stereo not drawn) returned MDA-MB-435 24, EKVX 96, M14 30, CCRF-CEM 46, A549/ATCC 70 and HOP-62 83.
Nc1ccc(NCc2c(-c3ccccc3)no[n+]2[O-])cc1 was read as MDA-MB-435 105, HOP-92 116, RPMI-8226 97, EKVX 109, M14 90, CCRF-CEM 83, A549/ATCC 95 and HOP-62 136.
COc1ccc2c(c1)C(CC(=O)NN)CCC2 (stereo not drawn) was read as MDA-MB-435 103, HOP-92 94, RPMI-8226 113, EKVX 109, M14 104, CCRF-CEM 100, A549/ATCC 93 and HOP-62 106.
`N#CCC(=O)NCc1ccncc1` gave MDA-MB-435 97, HOP-92 91, RPMI-8226 96, M14 101, CCRF-CEM 94, A549/ATCC 99 and HOP-62 103.
For O=[N+]([O-])c1ccccc1SNc1ccccc1 the results were MDA-MB-435 99, HOP-92 52, RPMI-8226 86, EKVX 81, M14 102, CCRF-CEM 83, A549/ATCC 89 and HOP-62 79.
`COc1cccc(-c2nc(-c3ccc(NS(C)(=O)=O)cc3)[nH]c2-c2ccnc(Br)c2)c1` gave HOP-92 56, EKVX 77, M14 61, CCRF-CEM 49, A549/ATCC 76 and HOP-62 76.
CCOC(=O)c1cc2c([nH]1)-c1oncc1CC2 was read as MDA-MB-435 106, HOP-92 105, RPMI-8226 99, EKVX 105, M14 107, CCRF-CEM 90, A549/ATCC 97 and HOP-62 102.
Screening COc1ccc(Nc2ccn(CCC(=O)NCCC(C)C)c(=O)c2)cc1 returned MDA-MB-435 89, HOP-92 95, RPMI-8226 84, M14 17, CCRF-CEM 54, A549/ATCC 103 and HOP-62 99.
`COc1ccc(C(Cc2ccccc2)NCCCCO)cc1` (stereo not drawn) gave MDA-MB-435 102, HOP-92 77, RPMI-8226 99, EKVX 94, M14 84, CCRF-CEM 97, A549/ATCC 82 and HOP-62 80.
`O=[N+]([O-])c1ccc2c(c1)-c1ccccc1C2` gave MDA-MB-435 104, HOP-92 93, RPMI-8226 101, EKVX 80, M14 110, CCRF-CEM 93, A549/ATCC 101 and HOP-62 94.
For Cc1ccc(S(=O)(=O)NCCSc2nc(-c3ccc(F)cc3)c(C#N)c(=O)[nH]2)cc1 the results were MDA-MB-435 103, HOP-92 115, RPMI-8226 101, EKVX 107, M14 107, CCRF-CEM 104, A549/ATCC 103 and HOP-62 99.
`Cn1c(=O)c2[nH]c(CCCCCC(=O)O)nc2n(C)c1=O` gave MDA-MB-435 107, HOP-92 114, RPMI-8226 112, EKVX 105, M14 106, CCRF-CEM 105, A549/ATCC 90 and HOP-62 101.
Screening Nc1c(C(=O)Nc2ccc(Cl)cc2)cnn1-c1ccc(S(N)(=O)=O)cc1 returned MDA-MB-435 109, HOP-92 91, RPMI-8226 98, EKVX 115, M14 99, CCRF-CEM 107, A549/ATCC 100 and HOP-62 106.
`Cc1sc2nc3ncc(-c4ccc(Cl)cc4)nn3c(=O)c2c1C` gave MDA-MB-435 99, HOP-92 90, RPMI-8226 93, EKVX 90, M14 113, CCRF-CEM 92, A549/ATCC 105 and HOP-62 107.
Screening Cc1ccc(-c2nc3ccc(C(=O)N=Nc4c(O)[nH]c5ccc(Cl)cc45)cc3[nH]2)cc1 returned MDA-MB-435 -61*, HOP-92 -36*, RPMI-8226 33, EKVX 38, M14 6.1*, CCRF-CEM -32*, A549/ATCC 28 and HOP-62 -74*.
NC(=O)c1ccc[n+](Cc2ccc(Cl)cc2Cl)c1 was read as MDA-MB-435 107, HOP-92 96, RPMI-8226 93, EKVX 107, M14 95, CCRF-CEM 97, A549/ATCC 70 and HOP-62 88.
For O=S(=O)(O)c1cc(N=Nc2ccc(O)c3ccccc23)ccc1/C=C/c1ccc(N=Nc2ccc(O)c3ccccc23)cc1S(=O)(=O)O the results were MDA-MB-435 113, HOP-92 135, RPMI-8226 113, EKVX 121, M14 120, CCRF-CEM 108, A549/ATCC 113 and HOP-62 90.
`c1ccc(C2Cc3ccccc3C2=NC2CCCCC2)cc1` (stereo not drawn) gave HOP-92 68, RPMI-8226 100, M14 92, CCRF-CEM 95, A549/ATCC 103 and HOP-62 113.
Screening O=C(c1nc2ccccc2[nH]1)C1C(c2ccccc2)C2CSCN2[C@@]12C(=O)Nc1ccccc12 (stereo partly drawn) returned MDA-MB-435 103, HOP-92 96, RPMI-8226 111, EKVX 106, M14 107, CCRF-CEM 111, A549/ATCC 99 and HOP-62 99.
CC(=O)c1nnn(C(C)C(N)=O)c1C (stereo not drawn) was read as MDA-MB-435 111, HOP-92 90, RPMI-8226 103, EKVX 108, CCRF-CEM 100, A549/ATCC 83 and HOP-62 100.
Screening NC(=S)c1ccc2ccccc2c1 returned MDA-MB-435 109, RPMI-8226 104, EKVX 90, M14 105, CCRF-CEM 80, A549/ATCC 106 and HOP-62 107.
O=C(O)/C=C\c1c[nH]c2nccnc12 was read as MDA-MB-435 100, HOP-92 78, RPMI-8226 100, EKVX 98, M14 109, CCRF-CEM 102, A549/ATCC 96 and HOP-62 101.
Screening COc1cc(-c2nnc(SCC(=O)Nc3ccc(C(C)=O)cc3)o2)cc(OC)c1OC returned MDA-MB-435 105, HOP-92 97, RPMI-8226 103, EKVX 97, M14 111, CCRF-CEM 95, A549/ATCC 91 and HOP-62 98.
CCCCCCCCCCCCCCCCCCOCC(COCCOCC[N+]1(CCCCCC(=O)[O-])CCCC1)Oc1ncccn1 (stereo not drawn) was read as MDA-MB-435 52, RPMI-8226 2.2*, EKVX 63, M14 30, CCRF-CEM 32, A549/ATCC 51 and HOP-62 21.
Screening CN(C[C@H]1Cc2c(cccc2NCCN2CCOCC2)CN1)[C@H]1CCCc2cccnc21 returned MDA-MB-435 91, HOP-92 74, RPMI-8226 85, EKVX 68, M14 74, CCRF-CEM 71, A549/ATCC 52 and HOP-62 50.
Screening Oc1ccc(O)c2c1CN(Cc1ccccc1)C(=S)N(Cc1ccccc1)C2 returned MDA-MB-435 119, HOP-92 94, RPMI-8226 98, EKVX 119, M14 103, CCRF-CEM 104, A549/ATCC 99 and HOP-62 101.
Screening C#Cc1cc(C(=O)Nc2ccc(CNCCN3CCOCC3)c(C(F)(F)F)c2)ccc1C returned MDA-MB-435 95, HOP-92 69, RPMI-8226 75, EKVX 85, M14 101, CCRF-CEM 99, A549/ATCC 88 and HOP-62 102.

Among those listed so far, 5 contain fluorine:
Cc1c(/C=C/C(=O)c2ccc3ccccc3c2)[n+]([O-])c2cc(F)ccc2[n+]1[O-] was read as MDA-MB-435 99, RPMI-8226 87, EKVX 97, M14 66, CCRF-CEM 74, A549/ATCC 121 and HOP-62 99.
Screening CN1CCN(Cc2ccc(NC(=O)c3cncc(C#Cc4cnc5ccc(OCC6COC6)nn45)c3)cc2C(F)(F)F)CC1 returned MDA-MB-435 -92*, HOP-92 -33*, RPMI-8226 -24*, EKVX -72*, M14 -87*, CCRF-CEM -8.1*, A549/ATCC -69* and HOP-62 -72*.
Screening CN1C(=O)N(C)C2Nn3c(s/c(=C\c4ccccc4F)c3=O)=NC21 (stereo not drawn) returned MDA-MB-435 24, EKVX 96, M14 30, CCRF-CEM 46, A549/ATCC 70 and HOP-62 83.
For Cc1ccc(S(=O)(=O)NCCSc2nc(-c3ccc(F)cc3)c(C#N)c(=O)[nH]2)cc1 the results were MDA-MB-435 103, HOP-92 115, RPMI-8226 101, EKVX 107, M14 107, CCRF-CEM 104, A549/ATCC 103 and HOP-62 99.
Screening C#Cc1cc(C(=O)Nc2ccc(CNCCN3CCOCC3)c(C(F)(F)F)c2)ccc1C returned MDA-MB-435 95, HOP-92 69, RPMI-8226 75, EKVX 85, M14 101, CCRF-CEM 99, A549/ATCC 88 and HOP-62 102.
